AHR activator = activates the human aryl hydrocarbon receptor. P35869. activation, % at 5 µM. AHR-responsive luciferase reporter cells, luminescence. hit rate 2.5% among 320,000; in the data active means activation above about 47%;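 further: 0% = vehicle wells and 100% = reference agonist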
EBNA-1 inhibitor = blocks EBNA-1 binding to DNA. EBNA-1 DNA binding, fluorescence polarization. AID 1950. inhibition, % at 14.8 µM. hit rate 0.34% among 300,000; in the data active means inhibition above about 28%
LAP4-GFP MLPCN = alters LAP4-GFP fluorescence in TOR pathway yeast screen; S. cerevisiae LAP4-GFP multiplex, flow cytometry GFP, 3 h; median GFP as percent of DMSO wells; GFP response vs DMSO, % at 10 µM; hit rate 0.34% among 320,000; AID 2023;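 active means GFP response vs DMSO above a set limit, about the screen mean plus 3 SD, cut at about 150% in these data; inconclusive means under 70 cell events counted for the yeast strain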
proCasp3 act = procaspase-3 (human) activation; P42574; recombinant procaspase-3 D3A, Ac-DEVD-pNA absorbance 405 nm; activation, % at 8.5 µM; hit rate 0.11% among 330,000; AID 463141;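 active means activation above the mean of all tested compounds plus 3 SD, cut at about 21% in these data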;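 further: 0% = DMSO alone and 100% = DMSO wells spiked with extra 5 µM PC-3 D3A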
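Assay system: Procaspase-3 D3A mutant, all three cleavage aspartates alanine. Buffer or medium: Zinc-free HEPES saline buffer with Triton X-100. Times: 1 h compound preincubation, 2 h substrate hydrolysis at 25 °C. Measured by: 405 nm absorbance of p-nitroaniline, reads at 0 and 120 min. Read-out basis: percent activation relative to control range. Replicates: singlicate.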
MEP2 TOR yeast = modulators of TOR pathway MEP2-GFP in S. cerevisiae; S. cerevisiae MEP2-GFP strain, flow cytometry GFP, 3 h; 100% = DMSO control level; AID 2016; hit rate 0.51% among 330,000; GFP response vs DMSO, % at 10 µM;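 active means GFP response versus DMSO above a set limit, roughly screen mean plus 3 SD, cut at about 180% in these data; inconclusive means fewer than 70 cells counted for a yeast strain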;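 further: median GFP fluorescence of the barcode-gated MEP2-GFP cells per well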
procasp7 counter = counter-screen: procaspase-7 (human) activation; P55210; recombinant procaspase-7, Ac-DEVD-pNA absorbance 405 nm; D23A/D198A/D206A triple mutant, cannot self-cleave; scale: DMSO 0, 5 µM enzyme 100; hit rate 0.093% among 330,000; activation, % at 8.5 µM;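 active means percent activation above the screen-wide mean plus 3 SD, cut at about 25% in these data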
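Test system: Procaspase-7 triple mutant (PC-7 D3A). Also added: Ac-DEVD-pNA substrate, 400 µM as added. Schedule: 1 h enzyme–compound preincubation and 2 h substrate reaction, both 25 °C. Signal: p-Nitroaniline absorbance at 405 nm, read at 0 and 120 min. Control set: low DMSO alone, high DMSO plus 5 µM PC-7.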
RPL19A TOR yeast = modulators of TOR pathway RPL19A-GFP in S. cerevisiae; percent response vs DMSO, % at 10 µM; S. cerevisiae RPL19A-GFP strain, flow cytometry, 3 h; active compounds read low; hit rate 0.3% among 330,000; AID 2025;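 active means percent response vs DMSO below 50%; inconclusive means fewer than 70 events counted for the yeast strain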;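 further: median channel GFP fluorescence of the barcoded RPL19A-GFP strain; ratio of sample median GFP to plate DMSO average so 100% = DMSO; lower means less RPL19A-GFP as with rapamycin TOR inhibition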
ZTA counter = ZTA (EBV) inhibition in EBNA-1 counter-screen; P03206; hit rate 0.15% among 320,000; inhibition, % at 11 µM; ZTA-DNA binding, fluorescence polarization; in the data active means inhibition above about 33%
An asterisk follows results filed as active; ? = inconclusive; . = not tested or not shown. Rows were taken by chance; 3.8% or so of the library scored in one or more.

The opening 14 records, ahead of the listing:
SMILES	AHR activator	EBNA-1 inhibitor	LAP4-GFP MLPCN	proCasp3 act	MEP2 TOR yeast	procasp7 counter	RPL19A TOR yeast	ZTA counter
Cc1ccc(S(=O)(=O)N2CCC(C(=O)N/N=C/c3ccccc3[N+](=O)[O-])CC2)cc1	2	-7	105	4	102	10	104	3
CC(=O)c1cccc(S(=O)(=O)Nc2ccc3nc(C)sc3c2)c1	1	0	98	2	99	-3	95	-4
NC(=O)NC(=O)COC(=O)c1ccc2c(c1)C(=O)N(Cc1ccccc1)C2=O	-1	8	105	5	100	-3	102	14
CC1Cc2cc(/C(O)=C3\C(=O)C(=O)N(CCN(C)C)C3c3ccccc3F)ccc2O1 (stereo not given)	0	-25	94	-4	91	-13	96	-23
Cc1ccccc1NC(=S)N(CCN(C)C)C(C)c1ccccn1 (stereo not given)	4	-6	108	1	105	-7	102	10
Cc1ccc(C)c(CSC2=NCCN2C(=O)Cc2ccc([N+](=O)[O-])cc2)c1	1	2	97	2	87	-6	95	-6
O=C(CC1C(=O)NCCN1Cc1ccc(Cl)c(F)c1)NC1CCCCC1 (stereo not given)	-1	2	111	3	114	-10	102	7
CCSc1nnc([C@H](C)NC(=O)OC(C)(C)C)o1	-1	2	100	-4	103	20	102	-7
O=C(O)c1ccc2c(c1)C(=O)/C(=C/c1ccccc1)C2=O	2	-2	83	-7	92	-2	94	11
CCOc1ccc(NC(=O)CN(C)Cc2cc(=O)n3c(-c4ccccc4)csc3n2)cc1OCC	17	-3	104	-3	99	-3	101	14
CCCN1CCN(S(=O)(=O)c2ccc3c(c2)NC(=O)C(C)S3)CC1 (stereo not given)	1	8	104	1	102	5	96	-14
CC1(C)Cc2ccccc2C(=O)N1	-2	-9	110	-4	96	8	100	2
Cc1cccc(C)c1NC(=S)NC1CCCCC1	0	5	98	-10	102	-1	103	5
CCOC(=O)C1CCN(CC(=O)Nc2ccc(S(=O)(=O)N3CCC(C)CC3)cc2)CC1	5	2	99	1	101	3	97	6

The list itself, previewed entries included:
SMILES	AHR activator	EBNA-1 inhibitor	LAP4-GFP MLPCN	proCasp3 act	MEP2 TOR yeast	procasp7 counter	RPL19A TOR yeast	ZTA counter
Cc1ccc(S(=O)(=O)N2CCC(C(=O)N/N=C/c3ccccc3[N+](=O)[O-])CC2)cc1	2	-7	105	4	102	10	104	3
CC(=O)c1cccc(S(=O)(=O)Nc2ccc3nc(C)sc3c2)c1	1	0	98	2	99	-3	95	-4
NC(=O)NC(=O)COC(=O)c1ccc2c(c1)C(=O)N(Cc1ccccc1)C2=O	-1	8	105	5	100	-3	102	14
CC1Cc2cc(/C(O)=C3\C(=O)C(=O)N(CCN(C)C)C3c3ccccc3F)ccc2O1 (stereo not given)	0	-25	94	-4	91	-13	96	-23
Cc1ccccc1NC(=S)N(CCN(C)C)C(C)c1ccccn1 (stereo not given)	4	-6	108	1	105	-7	102	10
Cc1ccc(C)c(CSC2=NCCN2C(=O)Cc2ccc([N+](=O)[O-])cc2)c1	1	2	97	2	87	-6	95	-6
O=C(CC1C(=O)NCCN1Cc1ccc(Cl)c(F)c1)NC1CCCCC1 (stereo not given)	-1	2	111	3	114	-10	102	7
CCSc1nnc([C@H](C)NC(=O)OC(C)(C)C)o1	-1	2	100	-4	103	20	102	-7
O=C(O)c1ccc2c(c1)C(=O)/C(=C/c1ccccc1)C2=O	2	-2	83	-7	92	-2	94	11
CCOc1ccc(NC(=O)CN(C)Cc2cc(=O)n3c(-c4ccccc4)csc3n2)cc1OCC	17	-3	104	-3	99	-3	101	14
CCCN1CCN(S(=O)(=O)c2ccc3c(c2)NC(=O)C(C)S3)CC1 (stereo not given)	1	8	104	1	102	5	96	-14
CC1(C)Cc2ccccc2C(=O)N1	-2	-9	110	-4	96	8	100	2
Cc1cccc(C)c1NC(=S)NC1CCCCC1	0	5	98	-10	102	-1	103	5
CCOC(=O)C1CCN(CC(=O)Nc2ccc(S(=O)(=O)N3CCC(C)CC3)cc2)CC1	5	2	99	1	101	3	97	6
O=C(c1cc(Cl)nc2ccccc12)N1CCCCC1	15	-1	104	5	98	2	97	32
CCN=C(NCC)SC1CC(=O)N(c2cccc(OC)c2)C1=O (stereo not given)	0	6	99	11	99	-5	93	15
O=C(c1cc(-c2ccc(F)cc2)on1)N1CCOCC1	-3	-12	96	2	84	5	96	-2
COc1ccc(-c2cc(-c3ccccc3)n3ncnc3n2)cc1	10	-8	.	-5	86	0	99	-6
COc1ccc(NC(=O)CN(C)C(=O)C(CCSC)NC(=O)c2ccccc2)cc1 (stereo not given)	3	7	111	-2	109	6	98	2
CCc1cccc(NS(=O)(=O)c2ccc3c(c2)n(C)c(=O)n3C)c1	1	6	100	7	105	-1	104	4

The final 3 records of the section before lead into the next:
SMILES	AHR activator	EBNA-1 inhibitor	LAP4-GFP MLPCN	proCasp3 act	MEP2 TOR yeast	procasp7 counter	RPL19A TOR yeast	ZTA counter
COc1ccc(-c2cc(-c3ccccc3)n3ncnc3n2)cc1	10	-8	.	-5	86	0	99	-6
COc1ccc(NC(=O)CN(C)C(=O)C(CCSC)NC(=O)c2ccccc2)cc1 (stereo not given)	3	7	111	-2	109	6	98	2
CCc1cccc(NS(=O)(=O)c2ccc3c(c2)n(C)c(=O)n3C)c1	1	6	100	7	105	-1	104	4
Cc1ccc(C(=O)CNc2ccccc2C)cc1	4	-1	96	-7	115	-4	96	2
CCC(C)(C)NC(=O)CN(C(=O)CCC(=O)Nc1nccs1)c1ccc2c(c1)OCO2	-3	-5	97	6	103	12	100	17
COc1ccc(NC(=O)CCC(=O)N/N=C/c2ccc([N+](=O)[O-])s2)cc1	23	-11	106	-6	120	-15	102	3
CCOc1cc(/C=N/O)cc(Cl)c1OC	-2	6	93	0	107	0	97	3
CC(=O)N/C(=C/c1ccc(Cl)cc1)C(=O)NCCc1c[nH]c2ccccc12	19	6	101	16	90	8	91	-5
Cc1cccc(N(CC(=O)NC(C)(C)C)C(=O)CNC(=O)c2cccs2)c1C	1	-5	100	5	100	1	98	-2
COc1cc(C(=O)OC(C)CN2CCCCC2)cc(OC)c1OC (stereo not given)	0	6	101	-4	107	7	96	19
COc1ccc(Br)c(C(=O)OCC(=O)NC2CC2)c1	-1	.	105	9	107	3	102	2
CC1CC(=O)C2=C(C1)Nc1ccccc1N(C(=O)COc1ccccc1)C2c1ccco1 (stereo not given)	3	-1	99	0	99	9	100	3
COc1ccc(S(=O)(=O)N2CCN(C(=O)c3cc4c(s3)CCCC4)CC2)cc1	-2	.	101	-5	98	-11	101	5
FC(F)(F)c1ccc(Sc2n[nH]c(C(F)(F)F)n2)nc1	2	-4	108	-2	98	-5	98	-2
CN(C)S(=O)(=O)c1ccc2oc(SCC(=O)NCC(F)(F)F)nc2c1	0	0	95	9	94	-4	98	7
Cc1nc2c(C(=O)NCCC(C)C)c[nH]n2c(=O)c1Cl	1	12	94	2	99	-3	100	9
O=C(NC1CCCC1)c1cccc2c1C(=O)c1ccc(/C=C/c3ccccc3)cc1S2(=O)=O	-3	.	108	7	99	-10	95	-4
Cc1cccn2c(=O)c3cc(C(=O)NCCN4CCOCC4)c(=N)n(Cc4ccc(F)cc4)c3nc12	1	12	97	-18	105	-12	105	11
CC1(C)CC2CC(C)(CN2S(=O)(=O)c2ccc(C(=O)Nc3ccc(Cl)c(S(=O)(=O)N4CCOCC4)c3)cc2)C1 (stereo not given)	-1	10	101	11	108	6	97	-2
COc1ccccc1C(=O)N1CCN(CCNC(=O)C(=O)Nc2ccc(Br)c(C)c2)CC1	4	4	98	7	98	-4	96	5
Cc1cc2oc(C(=O)Nc3ccc(S(N)(=O)=O)cc3)c(C)c2cc1Cl	-11	2	98	3	100	3	98	-10
CC(=O)N1CCN(CC(=O)Nc2cccc(S(=O)(=O)N3CCCCC3)c2)CC1	-1	.	103	5	106	-2	101	.
CC1CCCCC1NC(=O)c1ccc2c(c1)[nH]c(=O)n2C1CCCC1 (stereo not given)	3	-7	104	3	102	1	88	-16
CC(C)=CCCC1(C)C=Cc2c(c(C)cc3c2[nH]c2cc(O)ccc23)O1 (stereo not given)	3	-2	101	0	98	0	94	-19
CNS(=O)(=O)c1cccc(C(=O)OCC(=O)c2cc(C)n(CC3CCCO3)c2C)c1 (stereo not given)	0	.	92	-1	92	-10	94	7
N=C1CCC(=N)c2c1c(O)c1ccccc1c2O	30	25	111	-82	99	-10	98	37*
O=C(CN1CCN(Cc2ccc(Cl)cc2)CC1)N/N=C/c1ccccc1F	-3	6	101	8	106	5	100	-6
O=C(N1CCOCC1)N1CCN(S(=O)(=O)N2CCCCC2)CC1	0	2	86	4	91	7	102	6
CC(=O)Nc1ccc(S(=O)(=O)NCCC(=O)OCCN2C(=O)c3ccccc3C2=O)cc1	2	10	100	1	104	12	103	2
COc1cc2c(cc1NC(=O)CN(C)Cc1cccc(OC)c1OC)oc1ccccc12	12	4	101	1	106	1	104	15
CCN(CC)CP(=O)(c1ccccc1)c1ccccc1	1	-13	98	9	98	14	95	-2
Cc1cc2cc(CCNC(=O)c3cccs3)c(=O)[nH]c2cc1C	-3	4	97	4	92	3	94	12
O=S(=O)(c1ccc(Cl)nc1)N1CCN(Cc2ccc3c(c2)OCO3)CC1	1	-2	102	2	106	-9	104	6
Cc1ccc(S(=O)(=O)N(CC(=O)N/N=C/c2cccc(C)c2)c2cccc3cccnc23)cc1	3	-1	98	-4	113	-6	100	-12
CC(C)[C@H](NC(=O)N1c2ccccc2NC(=O)[C@@H]1C(C)C)C(=O)N[C@H](Cc1ccccc1)C(=O)O	-1	-9	?	10	?	5	?	-8
Cc1nc2ncnn2c(C)c1CCC(=O)N1CCOCC1	0	3	119	4	110	4	109	-2
CC(C)CC(=O)NC(=S)Nc1ccc(S(=O)(=O)N2CCN(C)CC2)cc1	0	0	92	0	110	-4	96	-11
O=C(Nc1ncc2c(n1)CC(c1ccccc1)CC2=O)c1ccco1 (stereo not given)	6	-5	107	-3	103	1	107	-7
O=C(c1ccco1)N(CCC(c1ccccc1)c1ccco1)Cc1ccccc1 (stereo not given)	0	-6	88	6	96	-10	99	3
CC(C)(C)[C@H]1CCC(=O)N([C@H](CSc2ccccc2)Cc2ccccc2)CC1	2	5	105	3	92	-4	101	-18
Nc1cccc(C(=O)O)c1	-1	-10	103	-2	97	6	97	-24
COc1ccc(CNC(=O)CCc2c[nH]c3ccccc23)cc1	2	-12	91	-4	104	-5	103	-6
CN(C(=O)COC(=O)c1ccc(Cl)cc1N)C1CCS(=O)(=O)C1 (stereo not given)	2	1	94	-1	97	7	95	13
O=C(CN1C(=O)NC2(CCc3ccccc32)C1=O)c1cccs1 (stereo not given)	2	.	100	15	98	2	100	.
Cc1nn(C)c(C)c1S(=O)(=O)N1CCC(C(=O)NCC2COc3ccccc3O2)CC1 (stereo not given)	0	-3	98	6	104	-6	103	-3

Source: PubChem
